Source: PubChem BioAssay (National Center for Advancing Translational Sciences (NCATS))
APEX1 inh: qHTS Assay for Inhibitors of the Human Apurinic/apyrimidinic Endonuclease 1 (APE1); recombinant APE1, TAMRA/BHQ-2 abasic DNA cleavage fluorescence; Potency, µM (doses to about 65.8 µM), inactives show top-dose activity change, negative = inhibition, most hits filed as inhibitors; 350,000 compounds, 0.35% hits; AID 2517, 2012;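 further: plate controls were vehicle for no effect and reference inhibitor for full effect; nearly all actives have a fitted effect of over 55% in size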
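Activity was derived from the fluorescence gain between first and third kinetic reads (60 s intervals, ex 525/em 598 nm) after 50 nM THF-abasic TAMRA/BHQ-2 duplex was added to 0.75 nM APE1 preincubated 15 min with compound.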
BAZ2B block: qHTS Assay for Inhibitors of BAZ2B. Potency, µM (highest dose often 114 µM), inactives show at the highest dose activity change, negative = inhibition, hits mostly inhibitors. 360,000 compounds, 4.4% hits. Bromodomain adjacent to zinc finger domain protein 2B (Homo sapiens), Q9UIF8. AlphaScreen BAZ2B-H3K14Ac peptide displacement; further: on the % scale 0 is the no-effect control and ±100 the full control effect; nearly all actives have a fitted effect of over 60% in size
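AlphaScreen displacement: compounds (up to 110uM) incubated 30 min at room temperature with a preformed 50 nM BAZ2B/50 nM biotinylated H3K14Ac peptide complex in PBS pH 7.4 with Tween-20. Donor and acceptor beads at 10 ug/mL final added, 20 min light-protected before reading.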
BLM inh: qHTS Assay for Inhibitors of Bloom's syndrome helicase (BLM); RecQ-like DNA helicase BLM (Homo sapiens), P54132; recombinant BLM DNA unwinding, fluorescence dequenching; Potency, µM (doses to about 56.1 µM), inactives show top-dose activity change, negative = inhibition, hits mostly inhibitors; 350,000 compounds, 0.2% hits;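 further: plate controls were vehicle for no effect and no enzyme for full effect; nearly all actives have a fitted effect of over 35% in size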
POLB inh: qHTS Assay for Inhibitors of DNA Polymerase Beta; 340,000 compounds, 1.3% hits; Pol beta primer extension/strand displacement, fluorescence kinetic; Potency, µM (series often up to 114 µM), for the others: at the top dose activity change, negative = inhibition, actives largely listed as inhibitors; further: on the % scale 0 is the no-effect control and ±100 the full control effect
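Values derive from four-parameter Hill fits of normalized kinetic data: reads at 0 and 10 min following addition of 50 nM substrate to 10 nM Pol beta preincubated 15 min with compound.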
POLI inh: qHTS for Inhibitors of Polymerase Iota; Potency, µM (top dose mostly 115 µM), for inactives: at the highest dose activity, negative = inhibition, most hits filed as inhibitors; DNA polymerase iota (Homo sapiens), Q9UNA4; Pol iota fluorescent replication assay, 10 min; 390,000 compounds, 1% hits
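Fluorescent replication assay read twice, at 0 min and 10 min after adding 50 nM (final) substrate. Enzyme (10 nM) and compounds were first incubated 15 min at room temperature; enzyme-free buffer wells were negative controls.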
Pol eta inh: qHTS for Inhibitors of Polymerase Eta; recombinant Pol eta, fluorescent DNA replication assay; Potency, µM (doses to about 114 µM), for inactives: top-dose activity change, negative = inhibition, usual class: inhibitors; 390,000 compounds, 1.2% hits; further: on the % scale 0 is the no-effect control and ±100 the full control effect
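Pol eta at 10 nM preincubated with compounds 15 min at room temperature; reaction started with fluorescent substrate (50 nM final) and read kinetically at 0 and 10 min.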
JMJD2A Tudor inh: qHTS Assay for Inhibitors of JMJD2A-Tudor Domain; Lysine-specific demethylase 4A (Homo sapiens), O75164; AlphaScreen JMJD2A-Tudor / H3K4me3 peptide binding; Potency, µM (top dose mostly 114 µM), inactives show at the highest dose activity change, negative = inhibition, hits mostly inhibitors; 390,000 compounds, 4.4% hits; AID 504339, 2011; further: on the % scale 0 is the no-effect control and ±100 the full control effect; nearly all actives have a fitted effect of over 50% in size
POLK inh: qHTS for Inhibitors of Polymerase Kappa. DNA polymerase kappa (Homo sapiens), Q9UBT6. purified Pol kappa, fluorescent DNA synthesis assay, 10 min. Potency, µM (series often up to 107 µM), for inactives: at the highest dose activity, negative = inhibition, actives largely listed as inhibitors. 400,000 compounds, 0.53% hits. AID 588579, 2011; further: on the % scale 0 is the no-effect control and ±100 the full control effect
Target sequence (Q9UBT6 whole entry, looked up): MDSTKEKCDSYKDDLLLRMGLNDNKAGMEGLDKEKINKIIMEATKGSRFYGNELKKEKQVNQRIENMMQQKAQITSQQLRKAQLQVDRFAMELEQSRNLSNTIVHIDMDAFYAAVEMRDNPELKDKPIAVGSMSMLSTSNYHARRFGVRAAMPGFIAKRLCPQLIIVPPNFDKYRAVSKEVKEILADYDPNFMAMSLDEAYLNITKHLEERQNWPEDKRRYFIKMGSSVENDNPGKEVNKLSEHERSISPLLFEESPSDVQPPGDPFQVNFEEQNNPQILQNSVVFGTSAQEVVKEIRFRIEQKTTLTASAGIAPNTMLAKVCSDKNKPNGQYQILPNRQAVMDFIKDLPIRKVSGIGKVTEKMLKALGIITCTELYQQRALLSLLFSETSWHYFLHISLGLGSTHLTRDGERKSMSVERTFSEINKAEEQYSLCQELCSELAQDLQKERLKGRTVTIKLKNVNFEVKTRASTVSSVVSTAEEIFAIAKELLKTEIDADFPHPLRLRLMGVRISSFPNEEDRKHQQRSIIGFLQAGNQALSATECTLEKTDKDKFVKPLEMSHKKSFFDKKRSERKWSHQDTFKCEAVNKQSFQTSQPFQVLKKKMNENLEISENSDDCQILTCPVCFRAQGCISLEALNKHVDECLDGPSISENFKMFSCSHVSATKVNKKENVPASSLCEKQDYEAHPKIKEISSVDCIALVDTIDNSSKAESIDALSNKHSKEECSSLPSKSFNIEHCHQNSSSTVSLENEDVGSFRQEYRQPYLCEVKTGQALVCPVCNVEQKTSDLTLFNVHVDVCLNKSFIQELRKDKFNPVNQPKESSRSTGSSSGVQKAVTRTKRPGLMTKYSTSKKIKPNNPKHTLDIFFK
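Fluorescent qHTS in 1536-well format: enzyme (10 nM) and compound sat 15 min at room temperature before 50 nM substrate (final) was added. Signal taken at 0 and 10 min; no-enzyme buffer wells were negative controls.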
G9a inh: qHTS Assay for Inhibitors of Histone Lysine Methyltransferase G9a; Potency, µM (series often up to 102 µM), without a hit: at the highest dose activity, negative = inhibition, actives largely listed as inhibitors; Histone-lysine N-methyltransferase EHMT2 (Homo sapiens), Q96KQ7; AID 504332, 2011; G9a H3K9 monomethylation, AlphaScreen, 2 h; 350,000 compounds, 8.8% hits; further: on the % scale 0 is the no-effect control and ±100 the full control effect; nearly all actives have a fitted effect of over 75% in size
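AlphaScreen detection with an anti-monomethyl H3K9 antibody quantified product after a 2 h room-temperature reaction containing 500 nM biotinylated H3K9 peptide, 20 µM SAM and 20 nM enzyme, which had been preincubated 15 min with compound.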
Active calls of the source: *; ? = inconclusive; · = no result given; & = joins results of further samples; [ ] = another dose, or the depositor's remark. The call rests on the fitted dose curve; in most records, active means well fitted curve in the direction sought with a large enough effect; inconclusive means small, poorly fitted or top-dose-only effect, or another doubt; inactive means no such curve, though single readings can be large; an effect the other way counts as inactive or inconclusive. Potency means the concentration at half of the fitted maximal effect. Not all compounds are listed; count on the stated rates, not on these rows.

The opening 2 compounds, to show the layout:
SMILES | APEX1 inh | BAZ2B block | BLM inh | POLB inh | POLI inh | Pol eta inh | JMJD2A Tudor inh | POLK inh | G9a inh
CN1C(=O)C(Cc2ccsc2)C(=O)N(C)C1=O | -12% | -31% | -1% | 32% | ? | 0% | -10% | -27% | 11µM*
N#Cc1nn(-c2c(Cl)cc(C(F)(F)F)cc2Cl)c(N)c1S(=O)C(F)(F)F (stereo unspecified) | -9%&-4%&-4%&0% | · | -2%&-4%&-8% | · | · | · | · | -5%[19.4 µM] | -2%[59 µM]

The listing, repeating the preview:
SMILES | APEX1 inh | BAZ2B block | BLM inh | POLB inh | POLI inh | Pol eta inh | JMJD2A Tudor inh | POLK inh | G9a inh
CN1C(=O)C(Cc2ccsc2)C(=O)N(C)C1=O | -12% | -31% | -1% | 32% | ? | 0% | -10% | -27% | 11µM*
N#Cc1nn(-c2c(Cl)cc(C(F)(F)F)cc2Cl)c(N)c1S(=O)C(F)(F)F (stereo unspecified) | -9%&-4%&-4%&0% | · | -2%&-4%&-8% | · | · | · | · | -5%[19.4 µM] | -2%[59 µM]
Cc1ccccc1C(=O)Nc1cc(-c2ccc(Cl)cc2)nn1-c1ccccc1 | · | 6% | -2% | ? | 16% | -15% | -3% | -2%[60.1 µM] | 0%[59 µM]
CCc1ccc(CNCCc2ccccc2F)cc1 | -1% | 2% | 6% | 29% | -3% | -8% | -11% | -18% | -18%[59 µM]
CC(=NCc1ccc2c(c1)OCO2)c1c(O)[nH]c(=O)[nH]c1=O | 16% | -5% | -5% | 26% | ? | -9% | -11%[11.4 µM] | 2% | -21%[12.7 µM]
O=C(CCCN1CCC(n2c(=O)[nH]c3ccccc32)CC1)c1ccc(F)cc1 | 1% | 6% | -10%[21.4 µM] | · | 3% | -11% | -19% | -22% | 9%[59 µM]
c1cncc(CNC2=NCCCCC2)c1 | 3% | 79µM* | 0% | 4% | 18% | 7% | -12% | 0% | ?
O=C(O)Cn1cc(/C=C2\C(=O)NC(=O)N(c3ccc(Cl)cc3)C2=O)c2ccccc21 | -26% | ? | 0% | 2% | ? | ? | -20% | -10% | ?
COc1ccc(-c2cc(C(F)(F)F)n3nc(C(=O)N4CCC5(CC4)OCCO5)cc3n2)cc1OC | -1% | 5% | 0% | 29% | 42%[activator] | -1% | 5% | -1% | 32%[59 µM]
CCC(=NCCc1c[nH]c2ccccc12)c1c(O)n(-c2ccc(C)cc2)c(=O)[nH]c1=O | 1% | -13% | -6% | 13% | -15% | ? | -33% | -23% | 14%[59 µM]
Cc1cc(OC(=O)CCNC(=O)OC(C)(C)C)c2c3c(c(=O)oc2c1)CCC3 | 4% | 4% | 1% | -25% | -8% | -8% | 0% | -5% | 2%[59 µM]
Cc1ccc(-n2c(C)nc3ccccc3c2=O)cc1C | 26% | -7% | 2% | 34%[activator] | -17% | -6% | -10% | -1% | ·
C=CCN1C(=O)NC(=O)/C(=C/C=C/c2ccccc2)C1=O | 2% | ? | 0% | -11% | 69%[activator] | -13% | -21% | -4% | 8.9µM*
CC(=O)Oc1ccccc1C(=O)Nc1ncc([N+](=O)[O-])s1 | 3%&0% | ? | -8%&-5% | 1% | · | · | · | ? | ?
CC(C)C/C(=N/O)c1cn(C)c2ccccc12 | 2% | -3% | -3% | 11% | 1% | -8% | -13% | -6% | -6%

SMILES | APEX1 inh | BAZ2B block | BLM inh | POLB inh | POLI inh | Pol eta inh | JMJD2A Tudor inh | POLK inh | G9a inh
CCOc1ccc(N2C(=O)/C(=C/c3ccco3)C(=O)NC2=S)cc1 | 21µM* | 28µM* | ? | 13µM* | -96% | -101% | 0.79µM* | 1.6µM* | 16%[0.501 µM]
CN(C)CCN(C(=O)c1cc(Cl)sc1Cl)c1nc2ccc(F)cc2s1 | 3% | ? | -9% | 26% | 6% | -15% | ? | 1% | 11µM*
COC(=O)C1=C(c2ccc(F)cc2OCc2ccccc2)C[C@@H]2CC[C@H]1N2C(=O)NCCc1ccc(F)cc1 | -14% | 4% | · | · | 25% | -12% | -23% | 0% | 16%[0.501 µM]
Fc1ccccc1CNCCc1c[nH]c2ccccc12 | 24% | 56µM* | 3% | -9% | 14% | -20% | 45µM* | 1% | ?
O=C1CN(O)C(c2ccccc2)=c2cc(Cl)ccc2=N1 | 46%[activator] | -16% | -2%&4% | ? | 12% | -6% | -12% | 3% | 28%[59 µM]
C=CCn1c(O)c(C(C)=Nc2ccc(C(=O)O)cc2)c(=O)[nH]c1=O | 13% | ? | 4% | -1% | 15% | -6% | -12% | -14% | ·
c1cnc(N2CC3(CCNCC3)C2)nc1 | 0% | · | -11% | · | · | · | · | -10%[60.1 µM] | 4%[12.7 µM]
O=C1NC2C(=CC(O)C(O)C2O)c2cc3c(cc21)OCO3 (stereo unspecified) | · | · | · | · | 68%[activator] | ? | -2% | -5% | ·
CCCC[N+]12CCC(CC1)C(C(O)(c1ccccc1)c1ccccc1)C2 (stereo unspecified) | -8% | -14% | -2% | 37% | 38%[activator] | -7% | ? | -8% | ·
CC(Cc1ccccc1)NC(=O)/C=C/C(=O)O (stereo unspecified) | 11% | -1% | -1% | 39% | 10% | -2% | -9% | 4% | 11%
NC1=N[C@H](O)[C@H]2C3O[C@]4(O)O[C@H](C(O)[C@@]2(N1)[C@@H]4O)C3(O)CO (stereo partly specified) | -2% | · | 2% | · | · | · | · | -12%[60.1 µM] | 2%[59 µM]
CCC(=O)Nc1cc(C(=O)O)ccc1S(=O)(=O)c1ccc(C)cc1 | ? | ? | 19% | 10µM* | ? | 5.6µM* | ? | ? | 45µM*
Cc1ccc2c(c1)C1CN(C)CCC1N2S(=O)(=O)c1ccccc1 (stereo unspecified) | 4% | -29% | -6% | -7% | ? | -7% | -17% | -5%[60.1 µM] | ?
O=C1NC(=O)N(c2ccccc2F)C(=O)/C1=C/c1ccc(Oc2ccc([N+](=O)[O-])cn2)cc1 | ? | 56µM* | -4% | -3% | -17% | -13% | ? | -33% | 20µM*
Cc1ccsc1C(=O)C1CCCN(Cc2cccc(-n3cccn3)c2)C1 (stereo unspecified) | -3% | -2% | 2% | 0% | -15% | -5% | -20% | -11% | ·

SMILES | APEX1 inh | BAZ2B block | BLM inh | POLB inh | POLI inh | Pol eta inh | JMJD2A Tudor inh | POLK inh | G9a inh
O=C1c2ccccc2-c2cccc3cccc1c23 | -2% | · | -2% | · | ? | -2% | 56µM* | -27% | -35%[2.33 µM]
O=C1c2ccccc2C2(c3ccc(Cl)cc3)NCCN12 (stereo unspecified) | 4% | 20% | 1% | -3% | 32%[activator] | -9% | 0% | 0% | 30%
CC(=O)OCC1=C(C(=O)[O-])N2C(=O)[C@@H](NC(=O)CCC[C@@H](N)C(=O)[O-])[C@H]2SC1.[Zn+2] | -1% | · | · | -17%[57.1 µM] | ? | -5%[57.1 µM] | · | · | 14%[12.7 µM]
CN[C@H](CC(C)C)C(=O)N[C@H]1C(=O)N[C@@H](CC(N)=O)C(=O)N[C@H]2C(=O)N[C@H]3C(=O)N[C@H](C(=O)N[C@H](C(=O)O)c4cc(O)cc(O)c4-c4cc3ccc4O)[C@H](O)c3ccc(c(Cl)c3)Oc3cc2cc(c3O[C@@H]2O[C@H](CO)[C@@H](O)[C@H](O)[C@H]2O[C@H]2C[C@](C)(N)[C@H](O)[C@H](C)O2)Oc2ccc(cc2Cl)[C@H]1O | -2% | · | · | 12%[57.1 µM] | -2%[58.9 µM] | -5%[57.1 µM] | · | · | 38%[activator][12.7 µM]
O=C(Cn1cnc2sc3c(c2c1=O)CCCC3)NCCCC(=O)N1CCC2(CC1)OCCO2 | -2% | -2% | -4% | 2% | 28% | 3% | -1% | -19% | 4%[59 µM]
Cc1cc(OC(C)C(=O)N[C@H](C(=O)O)c2ccccc2)c2c3c(c(=O)oc2c1)CCC3 (stereo partly specified) | 0% | -38% | -4% | 0% | 16% | -13% | -7% | 4% | ·
CCOC(=O)C1CN(C)CCC1=O (stereo unspecified) | -5% | 2% | -3% | 31% | 6% | -8% | -34% | -4% | 27%[2.33 µM]
O=C(COC(=O)c1ccccc1)Nc1ccc(Cl)cc1C(=O)c1ccccc1 | 4% | -5% | -2% | 7% | 91%[activator] | -13% | 7% | 0% | 1%
N[C@@H]1C[C@H]1c1ccccc1 | -16% | -6% | · | · | -16% | -12% | -19% | 0% | -6%[59 µM]
CCS(=O)(=O)Nc1cccc(C(=C2CCCCC2)c2cnc[nH]2)c1 | -2%&-9% | -34% | · | 9%[57.1 µM] | 17% | -21% | -17% | -8%[60.1 µM] | 54%[activator][59 µM]
CC[C@]12C=CCN3CCC4(c5cc(Br)c(OC)cc5N(C)C4[C@@](O)(C(=O)OC)[C@@H]1OC(C)=O)C32 (stereo partly specified) | 13% | -14% | -4% | 2% | 28% | -24% | -25% | -8% | 35µM*
Cc1ccccc1-n1c(/C=C/c2ccccc2F)nc2ccccc2c1=O | · | 3% | -8% | -23% | 26% | · | -4% | -8% | -4%[59 µM]
Cc1ccc(NC(=O)c2cn(CCC#N)nc2-c2ccc3c(c2)OCCO3)c([N+](=O)[O-])c1 | 1% | -38% | -2% | 20% | 14% | -16% | -20% | 4% | -8%[59 µM]
COc1nc2ccccc2c(=O)n1-c1ccc(Cl)cc1 | -3% | 8% | 1% | 43% | 13% | -21% | -1% | -6% | 5%[59 µM]
O=c1[nH]c(=S)n(Cc2ccc(F)cc2)c(O)c1/C=N/N1CCCCC1 | 2% | -8% | 2% | -12% | 14% | -3% | -11% | -18% | ?
N#CC1=C(N)Oc2n[nH]c(-c3ccccc3)c2C1c1ccncc1 (stereo unspecified) | -1% | -5% | -5% | 15% | 22% | -4% | -16% | -3% | ?
C[C@]12CC[C@@H](O)CC1CCC1C2CC[C@]2(C)C(=O)CC[C@@H]12 (stereo partly specified) | -8% | · | · | -14%[57.1 µM] | ? | -3%[57.1 µM] | · | · | 31%[12.7 µM]
